Lipid storage S3 = qHTS Assay for Lipid Storage Modulators in Drosophila S3 Cells; Drosophila S3 cells, BODIPY lipid droplet fluorescence, 18-24 h; cells fed with added oleic acid; Potency in µM for hits, for the others lipid storage change, negative = inhibition, % at the top dose, mostly 46.1 µM; 320,000 tested, 0.64% active; AID 2685; active = well fitted inhibition curve with a large enough effect in the signal ratio, with a control signal flat, not every such curve was filed as active; inconclusive = small, poorly fitted or top-dose-only effect, or effect the other way, or a change in a side signal; the % refers to the signal ratio
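Laser-scanning cytometry quantifies lipid droplet accumulation (500–530 nm total intensity; droplet/cell object ratio) in oleic acid-fed (400 uM added) Drosophila S3 cells treated with a concentration series. 20 uM Triacsin C defined 100% inhibition.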
Lipid storage S3 cell count max = recorded beside Lipid storage S3, whose call it bears; cell number change, %; measured here: cell count max response;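 cells counted by Cell Tracker Red CMTPX staining in the red channel; peak over a dose series mostly up to 46.1 µM; percent activity relative to internal control wells on each plate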
Active calls of the source: *; i = inactive; ? = inconclusive; . = not tested or not shown. % is set by controls: 0 for no effect and ±100 for the full control effect; potency is the fitted concentration of half-maximal effect. This is a subset, so the mix of outcomes need not match the whole.

SMILES	Lipid storage S3	Lipid storage S3 cell count max
Cc1ccc(OCC(=O)N(Cc2ccco2)C2CCS(=O)(=O)C2)cc1C (stereo not given)	i	-2.9
CC1CN(C(=S)NC(=O)c2ccco2)CC(C)O1 (stereo not given)	25.5%	-2.4
C=CCOc1c(CNc2ncn[nH]2)cccc1OC	0.2%	10.7
COc1ccc(C(=O)NC2=Nc3ccccc3N=C(C)C2c2ccccc2)cc1 (stereo not given)	-14.7%	-7.1
COc1ccc(-n2nnnc2SCc2nc3ccccc3s2)cc1	2.3%	4.9
CC(C)(C)NC(=O)CN(C(=O)c1ccc(CN2CCOCC2)o1)c1ccc2c(c1)OCCO2	9.1%	4.7
Oc1c(Cl)cc(Cl)cc1/C=N/Nc1ncc(Br)cn1	?	.
C=C(C)CSc1nc(N)c(C#N)c(-c2ccc(C)cc2)c1C#N	?	.
O=C(CCc1ccc(O)c(O)c1)N/N=C/c1cc2c(cc1[N+](=O)[O-])OCO2	?	.
CCC/C(=N\NC(=O)c1cccc(C)c1)c1ccccc1	?	.
O=C(NCc1ccco1)/C(=C/c1ccc(C(F)(F)F)cc1)c1nc2ccccc2[nH]1	?	.
O=C(NCCCn1ccnc1)C(=O)c1cn(CC(=O)N2CCCCCC2)c2ccccc12	0.0%	14.5
N#Cc1ccc(-c2csc(NC(=O)c3ccc(N4C(=O)CCC4=O)cc3)n2)cc1	-4.6%	11.9
N#Cc1ccc(CSc2ncccn2)cc1	?	.
CCOC(=O)c1c(-c2cccc(C)c2)csc1NC(=O)C1CC=CCC1C(=O)O (stereo not given)	?	.
COc1ccc(Cn2c(CCC(=O)Nc3ccc(C)c(C)c3)nc3cccnc32)cc1	?	.
CC(C)n1c(CNC(=O)c2ccccc2)nc2ccccc21	?	.
Cc1snc(S(=O)(=O)/C(C#N)=N\Nc2ccccc2)c1C#N	?	.
NC(=O)C1CCN(c2cc(Cl)ccc2[N+](=O)[O-])CC1	?	.
O=C(CCl)N1N=C(c2cccs2)CC1c1ccco1 (stereo not given)	?	.
Cc1ccc(NC(=O)CN2C(=O)NC(C)(C3CC3)C2=O)c([N+](=O)[O-])c1 (stereo not given)	15.3%	-12.4
CCOc1ccc(S(=O)(=O)n2cc(-c3ccccc3)c(N)n2)cc1	?	.
COc1ccc(Cc2noc(CN3CCCN(C4Cc5ccccc5C4)CC3)n2)cc1OC	16.4%	9.6
C=CCNC(=O)COC(=O)CNC(=O)c1cc(Cl)cc([N+](=O)[O-])c1	-7.0%	-20.3
CC1=NN(c2ccccc2)C(=O)/C1=C/c1cc(C)n(C2CC2)c1C	?	.
COC(=O)c1c(NC(=O)COC(=O)CCS(=O)(=O)c2ccc(C)cc2)sc(C)c1C	?	.
CCOc1ccc(NC(=O)NNC(=O)COc2ccc3ccccc3c2)cc1	-0.7%	-12.3
CC(NS(=O)(=O)/C=C/c1ccccc1)c1ccccc1 (stereo not given)	?	.
CC(OC(=O)CCc1nc2ccccc2[nH]c1=O)C(=O)c1ccccc1 (stereo not given)	?	.
O=C(Cn1c(=O)sc2ccccc21)N1CCOCC1	?	.
COc1ccc(OC)c(NC(=O)CCN2CCN(c3ccccc3)CC2)c1	22.2%	12.6
CCOc1cc(/C=C/C(=O)c2ccc(O)cc2)ccc1OCC(=O)N(C)C	?	.
Cc1cccc(OCC(=O)Nc2nc(-c3ccncc3)cs2)c1	21.0%	-11.8
Cc1c(CCO)c(=O)n(C)n1C(=O)c1ccc(F)cc1	?	.
Cc1cccc(NC(=O)c2ccc(S(=O)(=O)N3CCN(C)CC3)cc2)c1C	i	8.6
O=c1c2cc(-c3ccccc3)sc2ncn1-n1cccc1	i	.
CCCC(=O)Nc1sc2c(c1C#N)CCCC2	?	.
CN(C(=O)COC(=O)c1cccc(S(=O)(=O)N2CCCCC2)c1)C1CCS(=O)(=O)C1 (stereo not given)	?	.
Nc1cc(=O)[nH]c(SCC(=O)Nc2cccc(Cl)c2Cl)n1	6.0%	-1.7
Cc1c(NS(=O)(=O)c2cc(C(=O)NCc3cccnc3)cc(Cl)c2Cl)c(=O)n(-c2ccccc2)n1C	i	.
O=C(COc1ccccc1[N+](=O)[O-])Nc1ccc(N2CCN(C(=O)c3cccs3)CC2)cc1	-20.4%	-0.2
CC(C)CCNC(=O)C1CCC(CNc2c(N3CCCC3)c(=O)c2=O)CC1 (stereo not given)	7.2%	-0.9
COc1ccc(N2CCN(C(=O)[C@@H]3CCCN3C3=NS(=O)(=O)c4ccccc43)CC2)cc1	11.2%	23.8
CCC(=O)Nc1ccc(/C(C)=N/NC(=O)c2c(Br)c(C)nn2C)cc1	?	.
CCCc1cc(=O)[nH]c(SCC(=O)Nc2ccc(OC(F)F)cc2)n1	?	.
O=C(NCCSc1ccccc1)c1ccccc1	?	.
O=C(OCCNc1nc(-c2ccccc2)nc2ccccc12)c1cccnc1	0.0%	0.4
CN(C)S(=O)(=O)c1cccc(NC(=O)c2cc(=O)[nH]c(=O)[nH]2)c1	?	.
Cc1[nH]c2ccccc2c1C(C#N)(C#N)C1C(=O)c2ccccc2C1=O	13.7%	-6.8
NC(=O)C1CCN(C(=O)CCSc2ccccc2)CC1	1.2%	9.8
CCOC(=O)C1=C(C)NC(C)=C(C(=O)OCC)C1C(=O)OCC(N)=O	?	.
Cn1cnnc1SCC(=O)Nc1ccc(Cl)cc1	i	8.2
O=C(c1cc(F)c(F)cc1Cl)N1CCN(S(=O)(=O)c2cccs2)CC1	?	.
CC(=O)Nc1ccc(C(=O)OCCC(C)C)cc1	i	-12.4
O=C(COC(=O)c1ccc(Cl)nc1)Nc1cc(S(=O)(=O)N2CCCCC2)ccc1Cl	i	.
Cc1c(Br)c(C(=O)NNC(=O)c2ccc(C(C)(C)C)cc2)nn1C	?	.
CCOC(=O)c1cc(-c2ccccc2)n(CC(=O)Nc2cc(OC)cc(OC)c2)c1C	?	.
Cc1cc(C(=O)Nc2ccccc2C)on1	?	.
Cc1noc(C)c1S(=O)(=O)Nc1ccc(C(C)C)cc1	i	.
c1ccc(Nc2nc(-c3ccccc3)nc3ccccc23)cc1	?	.
Further records follow.
SMILES	Lipid storage S3	Lipid storage S3 cell count max
CC(NC(=O)c1ccco1)c1cccc2ccccc12 (stereo not given)	14.9%	3.2
CC(=O)Nc1ccc(S(=O)(=O)Nc2cc([N+](=O)[O-])ccc2C)cc1	-11.2%	9.8
CC(C)Cc1nc(N2CCCCC2)c(C#N)c2c1CCC2	3.1%	-7.6
COc1ccc(CCN2C(=NC(=O)CC(C)C)SC3CS(=O)(=O)CC32)cc1 (stereo not given)	?	.
CCN=c1scc(-c2ccc(F)cc2)n1/N=C/c1ccccn1	?	.
COc1ccc(CCC(=O)N2CCN(S(=O)(=O)c3ccc(OC(F)(F)F)cc3)CC2)cc1	15.3%	3.1
C(=C\c1ccccc1)/CSc1nnc(-c2cccnc2)n1Cc1ccco1	?	.
O=C(CSc1ccccc1)Nc1ccc(N2CCOCC2)cc1	?	.
O=C(Nc1ccc(F)cc1)c1ccc2[nH]c(=O)c(=O)[nH]c2c1	-21.9%	25.6
COc1ccc(CC(=O)N2CCOCC2)cc1OC	9.7%	-2.8
C=CCn1c(N)cc(=O)nc1SCC(=O)Nc1cccc2ccccc12	i	2.4
O=C(Nc1ccc(NC(=O)c2ccncc2)cc1)c1ccncc1	-11.2%	4.9
CC(=O)c1ccc(N2CCN(S(=O)(=O)c3ccc4c(c3)CC(=O)N4C)CC2)cc1	-12.2%	4.6
CCOc1ccc(C(=O)Nc2ccc(Cl)cn2)cc1Cl	i	-7.8
CC1(C)CC(=O)C(Br)=C(O)C1	?	.
O=C1Nc2ccccc2/C1=C/c1cccnc1	0.7%	-9.0
CCCCC(O)(CCCC)C(=O)NNc1ccccc1	5.4%	5.1
CN(CCNC(=O)C1CCN(c2ncnc3c2nc2n3CCCCC2)CC1)Cc1ccccc1	?	.
Cc1ccccc1N1CCN(C2CCCN(C(=O)c3cn4cccc(C)c4n3)C2)CC1 (stereo not given)	?	.
CCOC(=O)C1CCN(c2c(NCCN3CCN(c4ccccc4)CC3)c(=O)c2=O)CC1	4.1%	-9.3

Part of the list above, with the structure last.
Lipid storage S3	Lipid storage S3 cell count max	molecule
i	-7.8	CCOc1ccc(C(=O)Nc2ccc(Cl)cn2)cc1Cl
0.7%	-9.0	O=C1Nc2ccccc2/C1=C/c1cccnc1
3.1%	-7.6	CC(C)Cc1nc(N2CCCCC2)c(C#N)c2c1CCC2
?	.	CN(CCNC(=O)C1CCN(c2ncnc3c2nc2n3CCCCC2)CC1)Cc1ccccc1
-12.2%	4.6	CC(=O)c1ccc(N2CCN(S(=O)(=O)c3ccc4c(c3)CC(=O)N4C)CC2)cc1
5.4%	5.1	CCCCC(O)(CCCC)C(=O)NNc1ccccc1

Entries of single compounds, looked up by structure:
Listed for O=C(Nc1ccc(NC(=O)c2ccncc2)cc1)c1ccncc1 : Lipid storage S3: -11.2%; Lipid storage S3 cell count max: 4.9
Listed for CCN=c1scc(-c2ccc(F)cc2)n1/N=C/c1ccccn1 : Lipid storage S3: ?; Lipid storage S3 cell count max: .
Listed for CCCCC(O)(CCCC)C(=O)NNc1ccccc1 : Lipid storage S3: 5.4%; Lipid storage S3 cell count max: 5.1

Further entries:
SMILES	Lipid storage S3	Lipid storage S3 cell count max
O=C(COC(=O)/C=C/c1ccccc1Cl)NCCc1ccc(Cl)cc1Cl	?	.
Cc1ccc(S(=O)(=O)N2[C@@H](c3ccccc3)C(C(=O)O)=CC[C@H]2c2ccc(Cl)c(Cl)c2)cc1	?	.
Cc1ncc([N+](=O)[O-])n1CC(=O)Nc1cc(Cl)ccc1Cl	-1.9%	2.8
COc1ccc(CNC(=O)C(NS(=O)(=O)c2cccc3nsnc23)C(C)C)cc1 (stereo not given)	-27.3%	.
COc1ccc(N2CCN(C(C)C(=O)N3CCc4ccccc43)CC2)cc1 (stereo not given)	?	.
C=CCC1c2cccc(C(=O)O)c2C(=O)N1c1cccc(OC)c1 (stereo not given)	?	.
CCN(CC)CC(=O)Nc1cc(N(C)C)nc2ccccc12	-3.6%	9.0
CC1CCCCC12NC(=O)N(CC(=O)NC1CCCc3ccccc31)C2=O (stereo not given)	10.2%	11.9
CC(=O)N1CCN(CC(=O)NC(=O)Nc2ccc3c(c2)OCCO3)CC1	?	.
COc1ccc(C)cc1-n1nnnc1SCC(=O)NC1CC1	?	.
COC(=O)COc1cccc(NS(=O)(=O)c2cccc([N+](=O)[O-])c2)c1	-2.1%	-0.7
CCCc1c(O)nc(SCC(=O)NCCc2ccc(OC)c(OC)c2)[nH]c1=O	?	.
Cc1ccccc1NCc1ccc([N+](=O)[O-])s1	13.8%	8.5
CC(=O)Nc1nnc(SCC(=O)Nc2ccc(N3CCOCC3)c(Cl)c2)s1	-16.0%	-0.9
CSCCC(NC(=O)c1ccccc1Cl)C(=O)NNC(=O)c1csc(N2CCOCC2)n1 (stereo not given)	?	.
COc1ccc(NC(=O)C2CCCCN2N)cc1OCC(C)C (stereo not given)	?	.
COc1ccc(OCCCC(=O)NCCc2nc3ccccc3[nH]2)cc1	?	.
COc1ccc2cc(S(=O)(=O)NCCCN3CCOCC3)ccc2c1	?	.
CCc1ccc(NC(=O)CCc2ccc(C)o2)cc1	i	-1.8
CCCCc1sc(-c2c(C#N)c(N)nc3c2CCCCC3)cc1[N+](=O)[O-]	?	.
O=C(Nc1nnc(-c2ccccc2)o1)c1nc2ccccc2s1	?	.
O=C1CN(C(=O)CSc2nc3c(cnn3-c3ccccc3)c(=O)[nH]2)c2ccccc2N1	?	.
O=C(NCc1ccc2c(c1)OCO2)c1ccc(Br)o1	?	.
CN(CC(=O)Nc1ccc(F)c(F)c1F)C(=O)Cn1cnc2c1c(=O)n(C)c(=O)n2C	18.2%	-0.3
O=C1C2C3CCCC3=C3CCCC3C2C(=O)N1c1ccc(F)cc1 (stereo not given)	?	.
Nc1c(Cl)cc2c(c1Oc1ccccc1)C(=O)c1ccccc1C2=O	?	.
COc1ccc(C2=CC(=O)OC3(CCCCC3)O2)cc1	?	.
O=C1CSc2ccc(S(=O)(=O)NCc3ccc(F)cc3)cc2N1	?	.
C=CCN1C2CCCC1CC(NC(=O)Nc1cccc(C(C)=O)c1)C2 (stereo not given)	i	11.4
CCC(C(=O)OCCOCCN(CC)CC)c1ccccc1 (stereo not given)	?	.
Cc1ccc(S(=O)(=O)Nc2nsc(N)n2)cc1	7.5%	6.0
Cc1cc(C)cc(OC(C)C(=O)Nc2ccccc2C(=O)NCc2cccnc2)c1 (stereo not given)	-28.6%	-2.6
O=C(CC1C(=O)NCCN1Cc1cccc(Oc2ccccc2)c1)NCCc1cscn1 (stereo not given)	-7.0%	1.4
O=C(C1CCCN(S(=O)(=O)c2cccc3nsnc23)C1)N1CCCCCC1 (stereo not given)	?	.
COc1ccc(N2CCN(S(=O)(=O)Cc3ccccc3)CC2)cc1	i	16.5
CC(=O)Nc1ccc2nc(-c3ccncc3)[nH]c2c1	0.3%	6.7
CCN(CC)c1ccc(NC(=O)CN2CCN(S(=O)(=O)c3cc(Cl)ccc3OC)CC2)cc1	i	9.8
CN(C(=O)COC(=O)c1cnc(Cl)c(Cl)c1)C1CCS(=O)(=O)C1 (stereo not given)	-1.8%	13.4
CC(=O)c1ccc(S(=O)(=O)NCc2nnnn2-c2ccccc2)cc1	?	.
COc1ccccc1OCc1cc(C(=O)NCCN2CCCC(O)C2)no1 (stereo not given)	5.1%	-4.4
CCn1c(CNc2ccc(Cl)cc2)nnc1SCc1ccccc1	i	.

High-throughput results: PubChem BioAssay, National Center for Advancing Translational Sciences (NCATS)
